Screening results as filed in PubChem BioAssay.
LYPLA1 counter: LYPLA1 inhibitors, primary screen, counter-screen for PME1 inhibitor project, biochemical, fluorescence polarization, FP-Rh probe ABPP; Acyl-protein thioesterase 1 (Homo sapiens), O75608; recombinant LYPLA1; inhibition, % at 5.9 µM; 320,000 tested, 0.16% active; AID 2174, 2009;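 active = inhibition above the mean of all tested compounds plus 3 SD, set per campaign, cut at about 14% in these data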;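 note: inhibitors block serine hydrolase probe labeling of LYPLA1 so polarization falls; 0% = enzyme with DMSO and 100% = wells lacking LYPLA1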
PREPL inh: PREPL enzyme inhibitors, primary screen, biochemical, fluorescence polarization. Prolyl endopeptidase-like (Homo sapiens), Q4J6C6. recombinant PREPL, fluorescence polarization activity-based probe. AID 2751, 2010. 320,000 tested, 0.68% active. inhibition, % at 5.96 µM; in the data active = inhibition above about 43%;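 note: 0% = enzyme with DMSO and 100% = wells lacking enzyme; many of its hits are not listed in these tables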
PAFAH1B2 inh: PAFAH1B2 enzyme inhibitors, primary screen, biochemical, fluorescence polarization, human | Platelet-activating factor acetylhydrolase IB subunit alpha2 (Homo sapiens), P68402 | recombinant PAFAH1B2, FP-rhodamine activity probe | inhibition, % at 3.39 µM | 340,000 tested, 1.2% active | AID 492953, 2010;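 active = inhibition above the mean of all tested compounds plus 3 SD, cut at about 24% in these data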;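 note: 0% = enzyme with DMSO and 100% = wells lacking PAFAH1B2; many of its hits are not listed in these tables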
Target sequence (P68402 whole entry, looked up): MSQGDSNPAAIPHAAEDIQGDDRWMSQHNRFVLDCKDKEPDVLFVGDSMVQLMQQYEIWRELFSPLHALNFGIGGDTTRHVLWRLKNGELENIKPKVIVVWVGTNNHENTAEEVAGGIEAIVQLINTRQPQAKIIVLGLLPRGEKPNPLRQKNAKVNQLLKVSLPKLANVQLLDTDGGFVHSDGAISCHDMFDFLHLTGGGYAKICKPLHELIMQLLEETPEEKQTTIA
ZTA counter: blocks Epstein-Barr virus ZTA, an EBNA-1 counter-screen | 320,000 tested, 0.15% active | inhibition, % at 11 µM | P03206 | ZTA-DNA binding, fluorescence polarization; in the data active = inhibition above about 33%
Target sequence (P03206 whole entry, looked up): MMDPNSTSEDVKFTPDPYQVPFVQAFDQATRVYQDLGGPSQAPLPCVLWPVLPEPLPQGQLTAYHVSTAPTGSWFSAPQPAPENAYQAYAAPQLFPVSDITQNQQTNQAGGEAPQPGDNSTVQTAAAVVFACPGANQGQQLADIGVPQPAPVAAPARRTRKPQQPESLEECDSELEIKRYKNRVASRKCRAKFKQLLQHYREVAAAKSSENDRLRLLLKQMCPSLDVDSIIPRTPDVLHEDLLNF
PAFAH2 inh: PAFAH2 enzyme inhibitors, primary screen, biochemical, fluorescence polarization, human; Platelet-activating factor acetylhydrolase 2, cytoplasmic (Homo sapiens), Q99487; recombinant PAFAH2, FP-rhodamine activity probe; inhibition, % at 3.39 µM; 340,000 tested, 0.99% active;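 active = inhibition above the mean over all tested compounds plus 3 SD, cut at about 30% in these data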;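 note: inhibitors block probe labeling of enzyme so polarization drops; 0% = enzyme with DMSO and 100% = wells lacking PAFAH2 protein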
EBNA-1 inhibitor: EBNA-1 DNA-binding inhibitors, primary screen, biochemical, fluorescence polarization | 300,000 tested, 0.34% active | inhibition, % at 14.8 µM; in the data active = inhibition above about 28%
pPAFAH FP inh: pPAFAH enzyme inhibitors, primary screen, biochemical, fluorescence polarization, human; inhibition, % at 3.39 µM; 330,000 tested, 1.5% active; recombinant pPAFAH, FP-rhodamine probe fluorescence polarization; Platelet-activating factor acetylhydrolase (Homo sapiens), Q13093;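 active = inhibition above the mean inhibition across the screen plus 3 SD, cut at about 25% in these data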;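 note: inhibitors block binding of the rhodamine activity-based probe so polarization drops; 0% = enzyme with DMSO and 100% = wells lacking pPAFAH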
PAFAH1B3 inh: PAFAH1B3 enzyme inhibitors, primary screen, biochemical, fluorescence polarization, human | recombinant PAFAH1B3, FP-rhodamine probe | inhibition, % at 3.39 µM | 340,000 tested, 0.28% active;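 active = inhibition above the screen-wide average of all tested compounds plus 3 SD, cut at about 25% in these data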;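 note: 0% = enzyme with DMSO only and 100% = wells lacking PAFAH1B3 protein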
Target sequence (Q15102 whole entry, looked up): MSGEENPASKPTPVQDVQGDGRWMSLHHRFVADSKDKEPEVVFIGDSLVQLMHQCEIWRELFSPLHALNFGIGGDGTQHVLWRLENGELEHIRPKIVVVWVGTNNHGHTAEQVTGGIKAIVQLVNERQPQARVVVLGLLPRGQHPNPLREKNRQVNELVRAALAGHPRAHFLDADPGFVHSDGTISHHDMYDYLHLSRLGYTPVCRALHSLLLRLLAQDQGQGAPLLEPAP
LYPLA2 inh: LYPLA2 inhibitors, primary screen, counter-screen for PME1 inhibitor project, biochemical, fluorescence polarization, FP-Rh probe ABPP; Acyl-protein thioesterase 2 (Homo sapiens), O95372; recombinant LYPLA2; inhibition, % at 5.9 µM; 320,000 tested, 0.38% active; AID 2177, 2009;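 active = inhibition above the screen-wide mean plus 3 SD, limit set per campaign, cut at about 26% in these data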;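 note: 0% = LYPLA2 with DMSO and 100% = wells lacking LYPLA2 enzyme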
Target sequence (O95372 whole entry, looked up): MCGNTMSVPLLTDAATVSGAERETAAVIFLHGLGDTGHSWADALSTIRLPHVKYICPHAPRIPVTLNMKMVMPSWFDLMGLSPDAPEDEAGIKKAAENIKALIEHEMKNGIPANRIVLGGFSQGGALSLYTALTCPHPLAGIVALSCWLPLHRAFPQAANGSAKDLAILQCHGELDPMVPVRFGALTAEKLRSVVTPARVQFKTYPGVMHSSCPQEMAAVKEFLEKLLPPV
* hit, by the source's call; / = no result given.

SMILES	LYPLA1 counter	PREPL inh	PAFAH1B2 inh	ZTA counter	PAFAH2 inh	EBNA-1 inhibitor	pPAFAH FP inh	PAFAH1B3 inh	LYPLA2 inh
CCC(C)c1ccc(S(=O)(=O)N2CCN(C(=O)COc3ccc4c(C)cc(=O)oc4c3)CC2)cc1 (centres undefined)	-10	3	-1	5	-12	5	-1	-1	1
Cn1c(N)c(S(=O)(=O)N2CCN(c3ccccc3)CC2)c(=O)n(C)c1=O	-2	2	-2	27	2	6	2	-8	-2
O=C(O)CNC(=S)N(Cc1ccccc1)Cc1ccccc1F	2	2	13	6	3	0	-1	1	3
Clc1ccccc1-c1ncc(-c2ccccc2)o1	-2	0	-3	2	5	10	8	12	-4
COc1ccccc1C1CC(c2ccc(F)cc2)Nc2ncnn21 (centres undefined)	-2	-1	2	0	5	-3	-2	-2	-1
O=C(Nc1nccs1)c1cc(-c2ccccc2)nn1-c1ccccc1	-2	7	-2	-16	-2	-1	2	3	5
CSc1ccc(C2NN=C(c3ccccc3)S2)cc1 (centres undefined)	0	-1	/	-24	/	5	-1	/	-2
Cc1cc(Cl)ccc1Oc1ncnc2oc(-c3ccccc3)cc12	0	16	-4	-15	-6	-16	-5	3	0
Cc1cc(C)nc(N2CCC(C(=O)NCCc3ccc(Cl)cc3)CC2)n1	-4	22	7	-3	-3	0	4	1	0
O=C(COC(=O)Cc1ccc(Cl)cc1Cl)NC1CC1	/	11	5	/	-1	/	4	2	/
COc1cc(CCC(=O)NNC(=O)c2cccc(Cl)c2)cc(OC)c1OC	1	-8	0	-11	-3	-1	1	1	6
CC(NC(=O)CS(=O)(=O)c1ccccc1)c1ccccc1 (centres undefined)	2	7	11	-3	8	9	2	4	2
O=C(Cn1ccnc1)c1ccc(O)c(O)c1	2	0	-4	4	-1	/	4	10	2
CCc1ccc(N2C(=O)CC(NNc3nc4ccccc4s3)C2=O)cc1 (centres undefined)	-1	7	2	10	-2	11	9	2	11
CCn1c(=O)cc(SCC(=O)NCc2ccco2)c2ccccc21	-1	4	-2	-6	5	0	5	10	2
COc1ccc2c(c1OC)C(=O)N1C(C(=O)O)Cc3c([nH]c4ccccc34)C21 (centres undefined)	-2	7	2	11	-1	5	1	2	2
CCOC(=O)c1c(C)oc2ccc(OCC(=O)C(C)(C)C)cc12	-1	-3	5	4	-5	13	2	4	7
CCc1ccc(N2C(=O)CN(Cc3cccs3)C2=S)cc1	-1	4	-1	7	1	3	2	-1	-1
Cc1cc(S(=O)(=O)N2CCOCC2)ccc1OCC(=O)Nc1ccc(F)c(Cl)c1	-2	4	2	-3	-8	-1	6	5	5
C=CCOC(=O)C1=C(C)Nc2nnnn2C1c1cccs1 (centres undefined)	-1	-8	4	-6	-3	-6	0	-1	-2
COc1cccc(C(=O)NCCS(=O)(=O)N2CCN(C(=O)c3ccco3)CC2)c1	-3	11	-3	15	-5	-5	1	4	-2
CC1(C)c2[nH]c3ccccc3c2C[C@H]2C(=O)N(N)CC(=O)N21	-2	14	1	2	11	1	3	6	1
CN(C(=O)c1ccc(NC(=O)Cc2ccc([N+](=O)[O-])cc2)cc1)C1CCCC1	/	6	2	/	0	/	-2	-2	/
O=S(=O)(Nc1ccccc1N1CCCCC1)c1ccc(F)cc1F	0	19	14	2	3	-2	1	4	-5
CCOc1ccc(C(=O)CCC(=O)NNC(=O)c2ccncc2)cc1	0	-1	5	-7	4	-2	3	2	3
The listing continues:
SMILES	LYPLA1 counter	PREPL inh	PAFAH1B2 inh	ZTA counter	PAFAH2 inh	EBNA-1 inhibitor	pPAFAH FP inh	PAFAH1B3 inh	LYPLA2 inh
CCOc1ccc(/C=N/N2CCN(Cc3ccccc3)CC2)cc1	1	3	3	-1	-4	-5	8	8	3
FC(F)(F)c1cccc(Oc2cc(C(F)(F)F)nc(-c3ccccn3)n2)c1	4	3	5	3	-2	0	3	7	0
CC(NC(=O)/C(C#N)=C/c1cn(-c2ccccc2)nc1-c1ccc(F)cc1)c1ccccc1 (centres undefined)	-2	-1	-5	7	-10	4	0	0	-2
Cc1ccc(C)c(OCCSc2nnc(-c3cccnc3)n2N)c1	-5	3	2	-2	-12	-5	4	4	-6
CC(C)(C)[C@@H]1COC(=O)[C@H](Cc2ccc(F)cc2)CC/C=C\C[C@H](CC(=O)N(CCO)Cc2ccccc2)C(=O)N1	/	41	11	/	-4	/	-1	8	/
CC(C)c1ccc(S(=O)(=O)N2CCN(C(=O)c3ccncc3)CC2)cc1	0	4	4	-10	4	/	2	3	3
Cc1ccc(N2CC(C(=O)OCC(=O)Nc3ccccc3C)CC2=O)cc1 (centres undefined)	3	2	4	-2	6	/	14	4	8
N/C(CN1CCCC1=O)=N\O	3	3	2	-12	-6	-4	-11	8	-6
O=C(Nc1ccc(Br)cn1)c1ccc(COc2c(F)c(F)cc(F)c2F)o1	1	-33	6	-2	-1	/	-3	8	-2
CC(C)N1CCN(Cc2ccc(-c3ccccc3Cl)o2)CC1CCO (centres undefined)	-3	23	4	8	-3	2	8	-1	-3
CCOc1ccccc1NC(=O)CCn1ccnc1	4	4	5	9	-4	14	2	-1	0
O=C(NCc1ccc2c(c1)OCO2)c1cccc(S(=O)(=O)N2CCCCC2)c1	-2	4	7	3	7	3	4	-4	1
Cc1ccc(NC(=O)Nc2nnc(-c3ccncc3)s2)cc1	-6	21	3	4	-4	-19	1	-3	4
Cn1c(=O)c2c(nc(N3CCc4ccccc4C3)n2Cc2ccccc2F)n(C)c1=O	2	-22	5	16	-1	-10	0	-2	2
O=C(CN1CCN(Cc2cccc(F)c2)CC1)NCc1ccccc1	-1	2	-2	-27	-3	-15	2	13	0
COc1ccc(C2=NN(c3nc(C)cc(C)n3)C(=O)C2)cc1	3	-2	-1	10	1	3	2	8	5
CCOC(=O)c1c(N)nn(C(=O)C(C)(C)C)c1-c1ccccc1	-1	15	5	3	2	4	4	9	4
O=C(Nc1ccc2oc(-c3ccncc3)nc2c1)c1ccc(Br)o1	0	-4	1	9	-3	-16	-4	0	0
Cn1c(CNC(=O)c2ccccc2)nnc1SCC(=O)N1CCN(c2ccccc2)CC1	1	19	6	7	2	-3	-1	3	6
COc1ccc(S(=O)(=O)NCCc2cc3ccc(C)c(C)c3[nH]c2=O)cc1	0	-7	25*	-6	1	-10	-3	1	-2
COc1ccc(/C=C/C(=O)Nc2cc(C)nn2-c2nc3ccccc3[nH]2)cc1	-19	2	-5	-3	-45	5	6	9	-33
CCOC(=O)C1(CC)NC(c2ccco2)C2C(=O)N(c3ccc(C)cc3)C(=O)C21 (centres undefined)	0	12	-3	2	-1	2	1	-9	-8
C=CCOn1c(C)c(C(C)=O)c2c3nonc3ccc21	1	-1	0	8	8	-1	4	3	5
CC1CC(C)CN(C(=O)COC(=O)COc2ccc(C#N)cc2)C1 (centres undefined)	/	27	9	/	-4	/	0	9	/
COc1cccc(N2CCN(C(=O)c3ccc(CS(=O)c4ccc(Cl)cc4)o3)CC2)c1 (centres undefined)	0	31	8	-8	4	-6	9	10	2
Following part:
SMILES	LYPLA1 counter	PREPL inh	PAFAH1B2 inh	ZTA counter	PAFAH2 inh	EBNA-1 inhibitor	pPAFAH FP inh	PAFAH1B3 inh	LYPLA2 inh
COc1cc(C(c2c(C)[nH][nH]c2=O)c2c(C)[nH][nH]c2=O)cc([N+](=O)[O-])c1O	-3	4	4	-19	4	-4	-3	5	2
Cc1nc2c(C(=O)Nc3ccc(N4CCCC(O)C4)cc3)snc2c(=O)[nH]1 (centres undefined)	2	26	-1	-4	-2	-5	1	4	3
O=C(N/N=C/c1cccs1)c1cnccn1	0	-9	-1	0	-2	0	2	2	3
CN(C)S(=O)(=O)c1cccc(C(=O)NCC2CCCCC2)c1	0	-1	4	-1	-2	-7	3	4	-3
CC(=O)c1cnc2c(-c3ccc(Cl)cc3)c(C)nn2c1C	2	-3	2	-8	0	11	5	4	3
Cc1ccc(C(=O)c2ccc(O)cc2)cc1C	-2	-1	1	-13	6	-12	4	6	4
Brc1cccc(-c2nnco2)c1	5	7	1	-4	-6	-9	1	-1	6
O=C(COC(=O)c1ccccc1F)NC1CC1	-2	1	5	-4	30*	/	7	7	-3
O=C(NCCCN1CCOCC1)c1ccc2c(c1)N(Cc1cccc(Cl)c1)C(=O)CS2	5	-10	5	6	-12	-1	7	2	3
CCCC(=O)NC(c1ccc(Cl)cc1Cl)c1ccc2cccnc2c1O (centres undefined)	-2	0	-2	-2	-16	-3	19	-2	3
CC(C)CN(C(=O)c1ccc(F)cc1F)c1c(N)n(CC(C)C)c(=O)[nH]c1=O	4	11	10	-12	-7	0	-5	3	7
C(=C\c1ccncc1)/c1ccccc1	4	-18	2	-3	-3	1	3	7	7
O=C(Nc1ccccc1Cl)C1CCCN(c2ncnc3c2nc2n3CCCCC2)C1 (centres undefined)	1	15	-4	11	10	-6	6	8	-3
COc1ccc(C(CNC(=O)c2cccc(NS(=O)(=O)c3ccccc3)c2)N(C)C)cc1 (centres undefined)	0	-26	-1	2	2	3	3	6	5
COC(=O)C1=C(C)N(CC2CC2)C(=NCc2cccc(Cl)c2)N[C@H]1c1ccccc1	-2	-30	-6	17	4	7	0	-5	-4
CC1CCC(NC(=O)c2ccc(NC3=NC4CS(=O)(=O)CC4S3)cc2)CC1 (centres undefined)	3	2	8	-1	-6	4	4	5	2
Cc1nnc(NC(=O)c2c(F)c(F)c(F)c(F)c2F)s1	-2	-7	5	-3	-4	-7	-7	9	-1
CCC(=O)Nc1cccc(NC(=S)NC(=O)c2cccs2)c1	-4	-7	-2	-6	6	3	-2	4	-2
COc1ccc(-n2c3c(cc(C(=O)NNc4ccccc4)c2=O)C(=O)CC(C)(C)C3)cc1	-1	-3	7	-7	12	6	-2	6	0
O=C(CN1C(=O)NC2(CCCCC2)C1=O)Oc1ccc2ccc(=O)oc2c1	-4	11	5	-13	5	/	-3	3	1
Cc1ccc2nc(-c3ccncc3)cc(C(=O)N3CCOCC3)c2c1	-4	3	6	0	-6	11	-4	9	3
Cc1cc(C)c(S(=O)(=O)N2CCCCC2CCNC(=O)C(=O)NCc2ccccn2)c(C)c1 (centres undefined)	-2	-19	6	1	0	-3	7	-3	1
CCc1cc2c(-c3ccccc3)cc(=O)oc2cc1OCC(=O)NCC1CCC(C(=O)O)CC1 (centres undefined)	-1	4	2	-9	4	-2	-2	4	2
Cn1ccnc1-c1nc2ccccc2[nH]c1=O	1	1	-4	4	14	7	0	10	4
COc1ccc(N2CC(C(=O)N3CCN(Cc4ccc5c(c4)OCO5)CC3)CC2=O)cc1 (centres undefined)	5	36	2	-2	-1	-2	0	2	2
COc1ccc(C)cc1NC(=O)c1cc(-c2ccccc2)nc2c1cnn2C(C)C	-3	5	-4	7	3	/	1	4	-8
O=C(CCN1CCN(c2ccccc2)CC1)N/N=C/c1ccccc1O	3	7	-3	12	4	-3	-4	6	3
COCCNC(=O)CN(Cc1ccco1)C(=O)CCC(=O)Nc1nccs1	-5	-10	3	27	-1	-2	5	7	0

Only part of the results is shown (hit frequency here may not be typical).
